Screens from PubChem.
PP1 counter – PP1-alpha phosphatase inhibitors, primary screen, counter-screen for PP5 inhibitor project, biochemical, fluorescence, OMFP substrate, single point; Serine/threonine-protein phosphatase PP1-alpha catalytic subunit (Homo sapiens), P62136; purified PP1alpha; inhibition, % at 6.7 µM; 320,000 compounds, 0.9% hits; AID 2235, 2010;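 active = inhibition above the mean inhibition of all tested compounds plus 3 SD, computed separately for each screening campaign, cut at about 15% in these data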
Target sequence (P62136 whole entry, looked up): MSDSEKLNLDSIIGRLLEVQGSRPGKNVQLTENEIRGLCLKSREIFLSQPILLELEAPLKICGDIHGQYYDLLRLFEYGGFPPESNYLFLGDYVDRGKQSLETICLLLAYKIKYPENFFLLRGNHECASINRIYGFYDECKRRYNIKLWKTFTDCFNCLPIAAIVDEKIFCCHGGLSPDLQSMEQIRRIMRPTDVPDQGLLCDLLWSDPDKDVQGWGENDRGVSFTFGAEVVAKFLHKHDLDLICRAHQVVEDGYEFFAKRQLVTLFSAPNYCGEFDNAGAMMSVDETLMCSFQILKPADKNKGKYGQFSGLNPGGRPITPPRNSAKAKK
EBNA-1 inhibitor – EBNA-1 DNA-binding inhibitors, primary screen, biochemical, fluorescence polarization | inhibition, % at 14.8 µM | 300,000 compounds, 0.34% hits | AID 1950, 2009; in the data active = inhibition above about 28%
Fh CTSL1 inh – Fasciola hepatica cathepsin L1 inhibitors, primary screen, counter-screen for PFM18AAP inhibitor project, biochemical, QFRET, fluorogenic peptide substrate; AID 1906, 2009; 300,000 compounds, 0.49% hits; recombinant F. hepatica cathepsin L1, Z-Leu-Arg-MCA fluorescence; inhibition, % at 5.96 µM;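 active = inhibition above the mean of all tested compounds plus 3 SD, set per screening campaign, cut at about 17% in these data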;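 also: 0% = plate median of test compound wells and 100% = 1 µM Z-Phe-Ala-diazomethylketone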
JMJD2C inh – inhibitors of GASC-1 histone demethylase, primary screen, biochemical, fluorescence, DELFIA europium | GST-JMJD2C(1-420) H3K9me3 demethylation | inhibition, % at 2.35 µM | 330,000 compounds, 0.069% hits;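 active = more than half of a compound's replicate wells show inhibition beyond 50%, single wells judged on their own value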;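 also: signal counts dimethyl H3K9 product captured on neutravidin plate; 0% = median of DMSO wells and 100% = 0.3 times that DMSO median; strong numbers were not always called active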
Target sequence (Q9H3R0 1-420 limits assumed): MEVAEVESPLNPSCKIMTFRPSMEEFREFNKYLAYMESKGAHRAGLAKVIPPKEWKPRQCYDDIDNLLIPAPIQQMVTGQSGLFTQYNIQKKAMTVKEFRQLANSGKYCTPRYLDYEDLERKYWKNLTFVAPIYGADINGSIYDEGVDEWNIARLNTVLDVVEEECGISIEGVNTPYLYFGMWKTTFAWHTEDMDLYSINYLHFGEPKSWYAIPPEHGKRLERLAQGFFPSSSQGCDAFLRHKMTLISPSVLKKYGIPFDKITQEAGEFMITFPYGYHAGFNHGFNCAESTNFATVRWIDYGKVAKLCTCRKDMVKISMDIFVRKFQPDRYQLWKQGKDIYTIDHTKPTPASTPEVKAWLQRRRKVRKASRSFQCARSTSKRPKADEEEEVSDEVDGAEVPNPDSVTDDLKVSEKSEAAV
ZTA counter – blocks Epstein-Barr virus ZTA, an EBNA-1 counter-screen; AID 2234; 320,000 compounds, 0.15% hits; inhibition, % at 11 µM; ZTA-DNA binding, fluorescence polarization; in the data active = inhibition above about 33%
Target sequence (P03206 whole entry, looked up): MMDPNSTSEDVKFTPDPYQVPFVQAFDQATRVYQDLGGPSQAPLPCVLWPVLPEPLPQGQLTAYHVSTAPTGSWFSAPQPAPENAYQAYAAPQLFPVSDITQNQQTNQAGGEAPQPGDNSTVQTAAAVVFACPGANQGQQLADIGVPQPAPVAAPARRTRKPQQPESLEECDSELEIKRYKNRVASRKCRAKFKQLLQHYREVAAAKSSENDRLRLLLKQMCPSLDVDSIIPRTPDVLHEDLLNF
core dimer inh – inhibitors of HCV core protein dimerization, primary screen, biochemical, TR-FRET, high-throughput | TR-FRET GST/Flag-core106 dimerization, 1536-well | 300,000 compounds, 0.33% hits | inhibition, % at 5 µM;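 active = inhibition above the mean of all tested compounds plus 3 SD, set per screening campaign, cut at about 45% in these data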
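System: GST-tagged and Flag-tagged HCV core protein residues 1-106 / Input: core106 proteins, GST 13.5 nM and Flag 17 nM / Buffer or medium: KF-containing HEPES buffer, pH 7.45, DTT, CHAPS, BSA / Probe or stimulus: Eu-anti-GST and XL665-anti-Flag labelled anti-tag antibodies / Schedule: 4 h, 22.5 °C incubation / Technique: TR-FRET 671 and 617 nm emission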
CR mimetic SO – reduction of superoxide in aged yeast, primary screen, HTS; S. cerevisiae aged cells, superoxide DHE fluorescence; active compounds read low; superoxide response (% of plate mean), % at 10 µM; 330,000 compounds, 0.18% hits;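 active = superoxide response under a set limit, about three screen SD below normal, cut at about 65% in these data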;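 also: yeast aged for seven days with compound at 30 °C before DHE staining; 100% = average MFI of all compound-treated wells on the plate with controls excluded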
TPT1 inh – Candida albicans TPT1 enzyme inhibitors, primary screen, biochemical, fluorescence polarization | recombinant caTPT1, FP RNA substrate dephosphorylation | inhibition, % at 5 µM | 300,000 compounds, 0.81% hits;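 active = inhibition above the mean of all tested compounds plus 3 SD, set per screening campaign, cut at about 24% in these data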;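 also: plate controls were DMSO alone for no effect and ferristatin control at 100 nM for full effect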
PP5 primary – PP5 phosphatase inhibitors, primary screen, biochemical, fluorescence; AID 1987, 2009; purified PP5c, OMFP substrate fluorescence; 320,000 compounds, 0.18% hits; inhibition, % at 6.7 µM; Serine/threonine-protein phosphatase 5 (Homo sapiens), P53041;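 active = inhibition above the campaign's mean inhibition across all tested compounds plus 3 SD, cut at about 9.5% in these data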;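 also: 0% = DMSO only and 100% = 100 µM cantharidin control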
* hit, by the source's call; i = inactive; / = no result given; & = joins results of further samples.

SMILES	PP1 counter	EBNA-1 inhibitor	Fh CTSL1 inh	JMJD2C inh	ZTA counter	core dimer inh	CR mimetic SO	TPT1 inh	PP5 primary
O=Cc1c(NCc2ccco2)nc2ccccn2c1=O	-3	0	0	11	3	-1	121	3	1.9
COc1cc(C(=O)Nc2ccc(S(=O)(=O)Nc3cc(C)on3)cc2)cc(OC)c1OC	0	6	-3	4	-4	-5	87	-3	0.1
O=C(CCCOc1ccc(Cl)cc1Cl)NNC(=O)C1CCC1	-6	-3	-3	-9	10	-1	120	0	0.5
Cc1cccc2c(N=O)c(O)[nH]c12	-2	-5	-14	-8	-4	4	108	2	-0.1
Cc1ccc(S(=O)(=O)Nc2ccc(S(=O)(=O)N3CCOCC3)cc2)cc1	-4	12	-2	7	-3	-2	102	-5	2.5
C=CCn1c(SCc2cc(=O)n3cc(C)ccc3n2)nnc1-c1ccc(F)cc1	-8	1	2	-8	11	-8	106	1	-7.9
Cn1cnc2ccc([N+](=O)[O-])cc2c1=O	1	6	0	0	1	-5	92	-5	1.9
Cc1cccc(N2CC(C(=O)Nc3ccc(S(=O)(=O)Nc4nccs4)cc3)CC2=O)c1C (stereo not drawn)	-4	8	1	-19	-8	-3	99	1	0.2
O=C(NCCCn1ccnc1)/C(=C\c1ccc(Br)cc1)NC(=O)c1ccccc1	-1	-6	-3	-1	-5	-5	88	-3	0.6
O=C(NCC1CC1)C1(C(F)(F)F)C/C(=C\Cc2ccccc2)CCCO1 (stereo not drawn)	0	-8	2	10	2	1	89	1	1.2
CCNC(=S)NNC(=O)CCc1nc2cc(Cl)ccc2n(Cc2ccccc2)c1=O	4	-8	5	0	-14	2	101	-1	3.3
Cc1ccc(S(=O)(=O)N/N=C\c2ccc3c(c2)OCO3)cc1C	2	-5	-2	4	-11	0	107	-2	3.4
COc1ccc(S(=O)(=O)N(C)CC(=O)Nc2ccc(F)cc2)cc1	2	4	3	14	2	-1	95	-4	0.1
O=C(CSc1ccccn1)Nc1ccccc1F	-1	-11	-2	-7	-3	-12	115	0	-1.0
COCCCNC(=O)CNC(=O)c1cn(-c2ccccc2OC)c(=O)c2ccccc12	-8	-7	2	-17	21	0	98	-1	-2.1
COc1ccc(C(C)(C)C)cc1S(=O)(=O)n1ccnc1C	-1	8	1	0	10	12	110	-1	-0.6
CC(CCc1ccc(O)cc1)NCCC(c1ccccc1)c1ccccc1 (stereo not drawn)	-2	-3	-4	-26	-7	-3	98	0	4.4
CC(C)C(=O)Nc1cccc(C(=O)NCCc2ccc(S(N)(=O)=O)cc2)c1	5	6	0	-1	18	-2	97	2	2.6
CC1CCN(CCNC(=O)CCS(=O)(=O)c2ccc(Br)cc2)CC1	0	-7	-2	-1	-5	-4	99	0	0.8
Cc1ccc(NC2CCCN(C(=O)CCN3CCOCC3)C2)cc1C (stereo not drawn)	-3	-4	-3	-3	-16	-18	95	-2	1.5
Cc1cc(NC(=O)COC(=O)C(C)Oc2ccc(Cl)cc2Cl)no1 (stereo not drawn)	-4	-1	-7	-7	-21	-5	84	-6	2.3
Cc1cc(C(=O)CSc2nc(N)cc(N)n2)c(C)n1-c1cccc(F)c1	1	6	0	-1	-6	-3	97	2	4.5
O=C([C@H](O)c1ccccc1)N1CCC[C@H]1CO	-2	0	0	13	-3	-7	110	0	3.5
COc1ccc(Cl)cc1NC(=O)CCc1nc(-c2ccccc2F)no1	5	-2	-3	10	-23	1	100	0	4.5
CCOc1ccc(NC(=O)Cn2nnc(C(=O)NCc3cccs3)c2N)cc1	-1	8	-1	-4	11	5	73	0	2.1
CC1CCN(c2cc(N(C)CCO)c([N+](=O)[O-])c3nonc23)CC1	3	4	5	-4	-11	1	109	3	2.4
COc1ccc(-n2cc(-c3ccc(C)cc3)[n+]3c2SCC3)cc1	-1	7	0	-4	-7	0	105	2	2.3
Cc1cccc(-n2c(-c3csc(C(C)C)c3)n[nH]c2=S)c1	-1	5	-2	-8	-1	6	92	2	0.7
N#Cc1c(SCC(N)=O)nc(-c2ccccc2)c2c1CCCC2	-1	-9	-3	6	-2	6	98	-2	0.5
Cc1cccc2sc(NC(=O)C3CCCN(S(=O)(=O)c4cccc5nonc45)C3)nc12 (stereo not drawn)	-1	0	2	0&-23	4	27	117	43*	1.7
CN=C1SC(CC(=O)NCCc2ccc(OC)c(OC)c2)C(=O)N1C (stereo not drawn)	-4	2	0	2	-11	1	98	3	1.2
CCCC(=O)C1=C(O)C(C(=O)OC)C(C)(C)CC1=NC(C)(C)C (stereo not drawn)	-3	17	-3	2	20	-5	120	-4	-1.5
COc1ccc(C(=O)NCc2ccc(-c3nc4ccccc4s3)cc2)cc1OC	-1	8	2	-1	4	-7	99	4	1.6
COC(=O)C1CCCCN1C(=O)c1cccc(OC2CCN(C(=O)C3CC3)CC2)c1 (stereo not drawn)	0	-2	-2	-1	0	12	104	1	0.9
COc1ccc(-c2cn(/N=C/c3ccc(Cl)cc3Cl)c(N)n2)cc1	0	-8	8	i	-1	22	107	9	0.3
O=C(NC(=S)NNC(=O)c1ccccc1O)c1ccc([N+](=O)[O-])cc1	6	6	6	9	-8	-1	93	1	0.3
OCCNCCCCOc1cccc(Br)c1	-3	-1	4	-2	1	-6	104	0	-0.7
Cc1cccc(N(C(=O)CNC(=O)c2ccco2)C(C(=O)NCC2CCCO2)c2ccccc2)c1 (stereo not drawn)	-5	8	1	4	12	-2	92	-2	-0.3
O=C(CCc1ccccc1)NCc1ccccc1	-2	9	0	1	-34	-7	108	-1	4.5
CCOC(=O)N1CCC(NC(=O)C2CCCN(Cc3nc(-c4cccc(Cl)c4)oc3C)C2)CC1 (stereo not drawn)	3	7	-2	7	-11	-12	82	-3	1.0
Cc1oc(-c2ccccc2Cl)nc1CS(=O)CC(=O)NCc1cccs1 (stereo not drawn)	2	6	1	4	14	-1	94	-1	2.4
CC(C)[C@@H]1C=C(C(=O)O)O[C@H](OCCCCO)C1	2	0	-1	-1	2	-8	/	-1	-0.6
Cc1ccc(C(C(=O)NC2CCCCC2)N(C(=O)c2csnn2)C2CC2)cc1 (stereo not drawn)	3	0	-3	0	-2	5	91	0	-1.6
COc1cccc(CCc2nnc(N)s2)c1	-3	4	-5	2	-16	5	110	-2	0.3
CC(=O)Nc1ccc(Oc2ccccc2)cc1	-1	-14	6	2	11	1	98	3	-1.6
O=C(N/N=C/c1cccc(Cl)c1)C(c1ccncc1)N1CCOCC1 (stereo not drawn)	0	0	-4	9	-9	-10	93	-2	1.2
CC(c1ccncc1)C(C)c1ccncc1 (stereo not drawn)	-1	-3	-1	6	-8	0	112	1	-0.4
COc1ccc([C@H]2CC(=O)C=C(c3cccc(Cl)c3O)C2)cc1OC	-1	/	/	5	-5	/	107	/	-0.6
COc1ccc(NS(=O)(=O)c2cccc(C(=O)OCC(=O)Nc3cc(C)on3)c2)cc1	1	-5	2	30	-17	-4	100	-6	3.9
O=C(Cn1nc(C(=O)O)c2ccccc2c1=O)c1c[nH]c2ccccc12	2	5	-3	3	-1	3	92	-2	0.8
O=C(Nc1ccccc1Oc1cccnc1)C1CCCN(Cc2ccc(F)cc2)C1 (stereo not drawn)	50*	10	0	-2	-16	-3	106	-3	0.1
CCN(CC)S(=O)(=O)c1cccc(C(=O)N/N=C2\CC(=O)CC(C)(C)C2)c1	-1	-2	3	-20	-3	5	101	13	-2.9
Cn1cccc1Cc1nnc(SCC(=O)N2CCCCCC2)n1CCc1ccccc1	-4	3	-3	-1	-9	1	90	-2	0.3
CN(C)Cc1c(C(=O)N/N=C/C2CC=CCC2)nnn1-c1nonc1N (stereo not drawn)	2	6	-3	-22	-7	-2	106	0	2.3
Cc1nn(-c2ccccc2)c2c1C(c1cccc([N+](=O)[O-])c1)N(c1ccccc1)C(=O)N2 (stereo not drawn)	2	6	-1	-1	-11	38	99	-1	2.4
CCCS(=O)(=O)N1CCCC(C(=O)NCCN(CC)c2ccccc2)C1 (stereo not drawn)	2	7	0	3	-1	-4	91	3	-1.9
Cc1ccc(S(=O)(=O)Nc2ccc3c(c2)ncn3C(C)(C)C)cc1	2	3	2	-13	-8	1	100	-6	2.5
COc1cccc(CN2C(=O)CCC2(C)C(=O)NC2CCCCC2)c1 (stereo not drawn)	4	1	0	15	7	-14	100	1	3.6
O=C(Nc1ccn(Cc2c(F)c(F)c(F)c(F)c2F)n1)c1ccc(COc2ccccc2Cl)cc1	5	12	2	-1	-6	8	119	2	2.2
COc1cc(S(=O)(=O)NCc2ccccn2)ccc1Cl	-3	5	-3	-5	8	8	95	0	0.4

The list goes on.
SMILES	PP1 counter	EBNA-1 inhibitor	Fh CTSL1 inh	JMJD2C inh	ZTA counter	core dimer inh	CR mimetic SO	TPT1 inh	PP5 primary
Cc1ccc(S(=O)(=O)N2CCCC2C(=O)O)cc1 (stereo not drawn)	-3	-11	0	1	10	-2	92	1	0.4
CN(C)/C=C/C(=O)c1ccc([N+](=O)[O-])c(CS(=O)(=O)c2ccccc2)c1	0	1	0	-5	-10	-2	103	0	0.5
CCC(CCC(=O)Nc1cccc([N+](=O)[O-])c1)C(=O)O (stereo not drawn)	-4	-9	2	-3	-13	2	105	-1	0.1
Nc1c(C(=O)NCc2ccccc2)sc2nc3c(cc12)C(=O)CCC3	0	21	4	26	5	-1	86	1	-0.3
COc1ccc2c(c1)nc(SCC(C)O)n2C (stereo not drawn)	1	-2	-2	-2	6	-6	102	2	3.3
Cc1cccc(NC(=O)c2ccc(S(=O)(=O)N3CCCCC3)cc2)c1	2	-5	-3	3	-7	-2	95	0	2.5
Cc1cc(NC(=O)CSCC(=O)Nc2ccccc2N2CCCCC2)no1	-3	4	-1	13	3	2	92	1	-0.5
CCOC(=O)NC(Nc1cc(C)ccn1)(C(F)(F)F)C(F)(F)F	-1	4	2	1	-1	-4	101	-5	3.2
CCOc1nc(N2CCOCC2)nc(N2CCOCC2)n1	-5	-10	6	5	-4	-2	109	1	-0.7
COc1cc2c(cc1NC(=O)COC(=O)CNC(=O)c1ccccc1)oc1ccccc12	9	0	24*	1	-4	8	111	0	1.0
CCn1c(=O)c2sccc2n2c(CCCC(=O)NCCc3ccc(S(N)(=O)=O)cc3)nnc12	-4	6	-1	1	-1	7	111	-1	-3.1
CCOC(=O)C1=C(C)NC(=O)CC1c1ccccc1 (stereo not drawn)	-2	14	-2	-3	-6	0	103	-5	-0.5

Shown with values under each structure: entries from further up.
Values in the order – PP1 counter | EBNA-1 inhibitor | Fh CTSL1 inh | JMJD2C inh | ZTA counter | core dimer inh | CR mimetic SO | TPT1 inh | PP5 primary
> Cc1cc(NC(=O)CSCC(=O)Nc2ccccc2N2CCCCC2)no1
 : -3 | 4 | -1 | 13 | 3 | 2 | 92 | 1 | -0.5
> CCOC(=O)NC(Nc1cc(C)ccn1)(C(F)(F)F)C(F)(F)F
 : -1 | 4 | 2 | 1 | -1 | -4 | 101 | -5 | 3.2
> CCOc1nc(N2CCOCC2)nc(N2CCOCC2)n1
 : -5 | -10 | 6 | 5 | -4 | -2 | 109 | 1 | -0.7
> COc1cc2c(cc1NC(=O)COC(=O)CNC(=O)c1ccccc1)oc1ccccc12
 : 9 | 0 | 24* | 1 | -4 | 8 | 111 | 0 | 1.0
> CCn1c(=O)c2sccc2n2c(CCCC(=O)NCCc3ccc(S(N)(=O)=O)cc3)nnc12
 : -4 | 6 | -1 | 1 | -1 | 7 | 111 | -1 | -3.1
